Screening data (PubChem)
Rv3671c protease – inhibits the M. tuberculosis serine protease Rv3671c; 320,000 compounds, 0.048% hits; inhibition, % at 5.96 µM; in the data active means inhibition above about 38%;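 further: extracellular domain of Rv3671c used as enzyme; 0% = enzyme with DMSO and 100% = no enzyme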
Target sequence (P9WHR9 whole entry, looked up, the tested form may be a part): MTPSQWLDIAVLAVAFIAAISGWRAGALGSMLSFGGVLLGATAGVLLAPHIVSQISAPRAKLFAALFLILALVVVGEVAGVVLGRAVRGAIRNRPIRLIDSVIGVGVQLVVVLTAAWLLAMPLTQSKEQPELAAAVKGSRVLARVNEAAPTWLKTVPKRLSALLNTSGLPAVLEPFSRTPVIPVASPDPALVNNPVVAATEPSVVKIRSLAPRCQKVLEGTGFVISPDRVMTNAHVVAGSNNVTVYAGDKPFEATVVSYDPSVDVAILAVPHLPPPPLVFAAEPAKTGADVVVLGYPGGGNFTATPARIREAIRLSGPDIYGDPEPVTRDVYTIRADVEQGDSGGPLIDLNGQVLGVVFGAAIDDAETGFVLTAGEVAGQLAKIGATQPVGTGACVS
BoNT-F LC inh – blocks Botulinum neurotoxin F light chain protease | Multiplex microsphere protease cleavage assay, flow cytometry | inhibition, % at 10 µM | 360,000 compounds, 0.22% hits | AID 588497; in the data active means inhibition above about 35%, passing the limit was not always enough; inconclusive means no clear call, values can overlap the other calls; further: plate controls were buffer without enzyme for full effect and enzyme alone for no effect
GDH-TPI counter – counter-screen for M. tuberculosis FBA inhibitors: GDH-TPI coupled enzymes; GDH-TPI coupled enzyme counterscreen, NADH absorbance; inhibition, % at 4.8 µM; 360,000 compounds, 1.2% hits; in the data active means inhibition above about 30%;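 further: 0% = DMSO wells and 100% = wells lacking the enzyme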
UGM FP inh – inhibitors of M. tuberculosis UDP-galactopyranose mutase. purified UGM, fluorescence polarization probe displacement. 320,000 compounds, 0.06% hits. inhibition, % at 10 µM. P9WIQ1; in the data active means inhibition above about 10%, passing the limit was not always enough; inconclusive means no clear call, values can overlap the other calls
FadD28 binding – M. tuberculosis FadD28 bisubstrate binding inhibition; FadD28 bisubstrate probe binding, fluorescence polarization; 360,000 compounds, 0.22% hits; inhibition, % at 12.5 µM; AID 588549; in the data active means inhibition above about 8.5%, passing the limit was not always enough; inconclusive means no clear call, values can overlap the other calls
PrPC surface inh – cell surface PrPC inhibition, primary TR-FRET screen | P04156 | TR-FRET read-out | inhibition, % at 13.8 µM | 370,000 compounds, 0.43% hits | AID 720596; in the data active means inhibition above about 24%; further: 0% = median of the test wells and 100% = reference compound wells
Mtb FBA inh – Mtb fructose-bisphosphate aldolase inhibition. AID 588726. 360,000 compounds, 2.3% hits. purified M. tuberculosis FBA, fluorescence read-out. P9WQA3. inhibition, % at 1 µM; in the data active means inhibition above about 27%;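 further: 0% = vehicle and 100% = reference inhibitor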
Target sequence (P9WQA3 whole entry, looked up): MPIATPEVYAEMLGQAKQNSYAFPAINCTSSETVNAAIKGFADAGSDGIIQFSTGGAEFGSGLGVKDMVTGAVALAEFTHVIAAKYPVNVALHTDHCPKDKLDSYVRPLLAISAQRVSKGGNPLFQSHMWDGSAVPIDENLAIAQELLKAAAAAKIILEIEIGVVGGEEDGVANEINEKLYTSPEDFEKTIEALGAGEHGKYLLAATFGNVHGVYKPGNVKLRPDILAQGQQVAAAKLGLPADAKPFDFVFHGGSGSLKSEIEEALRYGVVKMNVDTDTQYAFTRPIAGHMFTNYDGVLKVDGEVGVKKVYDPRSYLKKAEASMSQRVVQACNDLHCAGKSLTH
Mtb BioA inh – inhibitors of Mycobacterium tuberculosis BioA enzyme; purified M. tuberculosis BioA enzyme, plate reader; inhibition, % at 9.99 µM; 360,000 compounds, 0.096% hits; AID 602481; in the data active means inhibition above about 40%; inconclusive means no clear call, values can overlap the other calls
MazF activator – MazEF (E. coli) toxin RNase activation. P0AE70. FAM/BHQ RNA-DNA oligo cleavage fluorescence, 5 h. activation, % at 20 µM. 350,000 compounds, 0.32% hits. AID 504720; in the data active means activation above about 50%
Target sequence (P0AE70 whole entry, looked up): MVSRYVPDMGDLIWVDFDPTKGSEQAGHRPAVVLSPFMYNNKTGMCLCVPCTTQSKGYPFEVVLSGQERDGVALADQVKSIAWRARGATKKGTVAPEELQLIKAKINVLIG
Active calls of the source: *; ? = inconclusive; . = not tested or not shown.

The first three compounds, ahead of the listing:
SMILES	Rv3671c protease	BoNT-F LC inh	GDH-TPI counter	UGM FP inh	FadD28 binding	PrPC surface inh	Mtb FBA inh	Mtb BioA inh	MazF activator
O=C(COC(=O)c1cn(-c2ccccc2)nc1-c1ccccc1)Nc1ncc(Cl)cc1Cl	-5.5	2.8	0.5	-1.1	-3.5	-4.2	2.2	-2.3	-5.1
Cc1ccccc1OC(C)C(=O)Nc1ccc2c(c1)OCCO2 (stereo not given)	3.1	0.3	-7.3	2.3	-0.5	-4.8	1.8	3.2	-1.9
COc1ccc(OC)c(NC(=O)Nc2cc(NC(=O)Nc3cc(OC)ccc3OC)c(C)nc2C)c1	-0.2	-24.4	11.8	-1.0	-0.8	2.7	1.2	.	3.6

This part in full (from the top)
SMILES	Rv3671c protease	BoNT-F LC inh	GDH-TPI counter	UGM FP inh	FadD28 binding	PrPC surface inh	Mtb FBA inh	Mtb BioA inh	MazF activator
O=C(COC(=O)c1cn(-c2ccccc2)nc1-c1ccccc1)Nc1ncc(Cl)cc1Cl	-5.5	2.8	0.5	-1.1	-3.5	-4.2	2.2	-2.3	-5.1
Cc1ccccc1OC(C)C(=O)Nc1ccc2c(c1)OCCO2 (stereo not given)	3.1	0.3	-7.3	2.3	-0.5	-4.8	1.8	3.2	-1.9
COc1ccc(OC)c(NC(=O)Nc2cc(NC(=O)Nc3cc(OC)ccc3OC)c(C)nc2C)c1	-0.2	-24.4	11.8	-1.0	-0.8	2.7	1.2	.	3.6
CCN(CC)S(=O)(=O)c1ccc2c(c1)nc(CCC(=O)Nc1ccc3c(c1)OCO3)n2CC	-6.1	-8.8	-5.7	3.2	-3.4	10.9	-1.5	-0.6	-3.6
COc1ccc(S(=O)(=O)Nc2ccccc2C(=O)NC(C)(C)C)cc1OC	5.9	-6.9	6.2	4.2	-2.7	-0.7	8.5	-0.6	8.4
COc1ccccc1CNC(=O)c1cc(C)nn1-c1ccccc1	-1.5	-3.6	11.4	-0.8	-1.1	5.3	0.5	.	5.1
COc1ccc(N(CC(=O)Nc2ccccc2C(=O)N2CCCC2)S(C)(=O)=O)cc1	1.7	3.4	-13.6	1.3	-3.5	-8.0	0.8	5.2	11.0
CC(C)C(NC(=O)c1ccc(C(C)(C)C)cc1)C(=O)NCC1(N(C)C)CCCCC1 (stereo not given)	0.8	-12.1	4.7	-1.4	-0.2	0.7	-1.7	0.2	14.0
COc1cc(OC)cc(C(=O)Nc2cccc(-c3ccc(N4CCOCC4)nn3)c2)c1	-1.7	-3.0	-14.3	-6.7	-2.3	1.1	4.0	-0.4	18.9
CCc1cc2cc(C(=O)Nc3ccccc3F)sc2s1	-4.2	4.5	-6.1	-3.0	-4.3	8.7	-5.2	0.7	17.3
COc1ccc(Oc2c(C)nc(SCC(=O)c3ccc(Cl)cc3)[nH]c2=O)cc1	4.6	.	3.5	2.1	-0.7	7.9	-0.5	0.6	-7.3
Cc1ccc(Nc2nc(N)c(C#N)c(CC#N)c2C#N)cc1	-6.1	-6.0	37.8*	-3.4	-0.6	0.1	-1.8	.	7.7
CCCC(=O)Nc1ccc(C(=O)NN2C(=O)c3ccccc3C2=O)cc1	-3.1	1.8	2.9	-0.6	-1.1	1.0	-1.0	.	5.1
OCCC1CN(Cc2ccon2)CCN1Cc1ccccc1 (stereo not given)	-5.2	-3.0	1.2	1.2	0.1	-6.1	-1.5	0.9	-11.1
O=C(NCCS(=O)(=O)N1CCN(c2ccccc2F)CC1)C1CC(=O)N(c2ccccc2)C1 (stereo not given)	6.6	1.2	10.3	-3.3	-1.2	-3.9	-0.5	-3.8	-2.1
COc1cc([C@H]2c3c(cc(OC)c(O)c3OC)C[C@@H](CO)[C@@H]2CO[C@@H]2O[C@H](CO)[C@@H](O)[C@H](O)[C@H]2O)cc(OC)c1O	-4.4	3.9	15.7	-1.1	0.1	3.5	3.6	-2.6	-37.0
CC(=O)c1c(C)[nH]c(C(=O)OCc2nnc(-c3ccc([N+](=O)[O-])cc3)o2)c1C	0.5	.	8.2	2.7	-2.9	-30.4	2.5	8.2	-14.3
CCOC(=O)Cc1csc(SC(C)C(=O)NCC(=O)Nc2ccc(F)c(F)c2F)n1 (stereo not given)	0.3	.	0.0	-0.2	0.8	6.8	0.5	-0.5	0.9
CCN(CC)S(=O)(=O)c1ccc(Cl)c(C(=O)NNC(=O)c2csc(N3CCOCC3)n2)c1	.	-0.1	-1.6	.	0.1	4.2	-2.1	4.3	2.4
C/C(=N/NC(=O)COc1ccc(C(C)(C)C)cc1)c1ccc(N2CCOCC2)cc1	.	-11.5	21.1	.	.	7.9	3.0	-0.7	2.9
CCc1ccccc1NC(=O)CSc1nc2n[nH]c(C)c2c(=N)n1-c1cccc(OC)c1	-2.0	-12.8	6.7	0.5	-14.9	-7.8	-1.8	0.6	1.2
O=C(N/N=C/c1ccccn1)c1ccc(NC(=O)c2ccc(F)cc2)cc1	-6.8	1.8	15.6	2.9	-3.7	6.6	0.8	-0.8	5.0
Cc1ccccc1CC(=O)N1CCCC(CNC(=O)c2ccc(F)cc2)C1 (stereo not given)	3.9	1.0	-4.3	-0.5	-4.0	-0.9	-2.0	0.3	8.9
CCC(C)[C@H](NC(=O)c1cc2cc(Cl)ccc2n1C)C(=O)N1CCC[C@H]1C(=O)O (stereo not given in full)	-4.2	-1.4	2.9	4.5	-0.1	9.3	6.6	-0.2	1.9
CC(C)CC(=O)N1CCN(Cc2ccccc2Cl)CC1	0.4	5.3	-8.6	-1.1	-2.4	-3.5	1.4	-3.8	4.7
(next part)
SMILES	Rv3671c protease	BoNT-F LC inh	GDH-TPI counter	UGM FP inh	FadD28 binding	PrPC surface inh	Mtb FBA inh	Mtb BioA inh	MazF activator
CC(CSC(=O)c1ccccc1)C(=O)N1c2ccccc2CC1C(=O)O (stereo not given)	.	-10.1	.	.	-3.2	-2.8	2.1	3.0	.
O=C(CN1CC(c2ccccc2)CC1=O)OCc1cccc(Br)c1 (stereo not given)	1.9	16.0	6.8	1.6	-0.3	5.2	-1.1	5.3	0.2
O=S(=O)(c1cccc2nsnc12)N1CCN(c2ccc(F)cc2)CC1	-5.8	-5.0	4.1	-1.7	-1.0	-5.8	-0.1	-2.6	-4.0
COC(=O)CSc1nccc(-c2ccc(F)cc2)c1C#N	-7.6	5.0	0.7	-0.4	0.6	2.5	1.2	.	6.8
CN1C2=NCCN2C(=O)c2ccccc21	-5.7	-7.8	12.0	-0.6	0.0	-5.9	1.8	0.2	4.5
O=C(NCc1cccnc1)c1cc(C2CCCCN2C(=O)CCCc2ccccc2)on1 (stereo not given)	.	4.0	-0.9	.	-2.5	0.0	-1.4	1.4	.
Cc1cccc(NC(=S)NC2CC3CCC(C2)N3Cc2ccco2)c1 (stereo not given)	0.6	12.7	9.2	3.9	-0.6	-6.0	1.5	0.2	6.1
CCOC(=O)c1cnc2c(ccc3ccccc32)c1NCCCN(C)C	3.1	-19.0	15.7	0.2	-5.0	-17.0	12.4	2.4	13.7
CC1CNC(=S)N(c2ccccc2)C1=O (stereo not given)	.	-2.3	0.0	.	-1.7	-0.2	1.6	.	2.4
CCOC(=O)C1(C)CCCN(C(=O)c2ccccc2F)C1 (stereo not given)	.	-0.9	-4.6	.	-1.5	2.8	0.5	-0.4	.
NNC(=O)CNC(=O)Nc1n[nH]c(=S)s1	.	-19.0	.	.	0.0	-7.5	0.8	.	.
CCCC(C(=O)NC1CCCC1)N(CC1CCCO1)C(=O)CNS(=O)(=O)c1ccccc1 (stereo not given)	0.7	0.6	-1.5	1.8	.	-0.9	1.9	0.0	2.8
Cn1c(=O)n(CC(=O)O)c(=O)c2c1nc1n2CCCN1CCc1ccccc1	-7.5	?	-5.6	-1.3	0.1	-6.6	-1.3	-0.3	9.1
CCCCCC(=O)N1C[C@@H](O)[C@H](n2cc(-c3ccc(F)cc3)nn2)C[C@@H]1c1ccc(C)cc1	.	2.4	-13.7	.	-3.3	-8.8	2.3	.	2.5
CC(=O)Nc1ccc(-n2c(=O)c3ccccc3c3ccccc3c2=O)cc1	4.5	-1.8	0.6	-0.4	-0.6	0.7	6.3	.	-5.9
CCc1nnc(N/N=C/c2ccc(N3CCC(C)CC3)c([N+](=O)[O-])c2)n1N	-57.4	-2.4	25.9	-0.8	1.6	-17.8	-5.3	.	0.3
CC(C)(C)C(=O)N1CCN(c2c(Cl)cccc2[N+](=O)[O-])CC1	-1.1	-10.2	11.3	-2.2	0.2	-6.2	3.9	1.0	-8.9
COCCN(C(=O)COC(=O)CCCOc1ccc(OC)cc1)c1c(N)n(Cc2ccccc2)c(=O)[nH]c1=O	-6.4	5.9	10.8	0.9	0.5	-4.9	-1.1	-0.1	-6.0
Cc1ccc(-c2ccc(=O)n(CC(=O)NCCN(C)C)n2)cc1	-5.2	2.9	-1.9	0.3	-4.4	-0.9	6.2	0.4	-9.0
CN(C)c1ncnc2c1ncn2[C@H]1CN(C2CCCC2)C[C@@H](CO)O1	.	-5.2	3.6	.	-1.4	2.8	-0.8	-2.4	.
Cc1cc(Br)cc(Cl)c1OC(=O)c1ccncc1	-2.8	-0.9	5.7	-1.2	.	2.5	-1.2	0.2	1.5
O=[N+]([O-])c1cc(-c2ccc(/C=N\n3cnnc3)o2)cc([N+](=O)[O-])c1	3.3	-37.2	28.6	-0.5	-0.2	-44.7	-0.9	0.1	8.9
CC(C)OCCCn1c(=O)c2ccccc2n2c(CCC(=O)N3CCN(c4ccccn4)CC3)nnc12	-10.0	2.0	-12.1	2.1	-3.7	4.2	2.8	0.6	11.1
COc1cc(C2=NOC(C(=O)NC3CCCCC3)C2)cc(OC)c1OC (stereo not given)	8.7	-11.1	-1.8	-1.0	-4.0	-6.2	-5.7	-0.1	-5.4
Cc1ccc(NC(=O)CSc2ccc(-c3ccccn3)nn2)c(C)c1	6.9	-7.0	-1.3	-1.2	-0.4	-1.7	2.1	-2.2	-5.3
Next section
SMILES	Rv3671c protease	BoNT-F LC inh	GDH-TPI counter	UGM FP inh	FadD28 binding	PrPC surface inh	Mtb FBA inh	Mtb BioA inh	MazF activator
CC(=O)c1ccc(OC2(C)CCN(Cc3ccc(OC(F)(F)F)cc3)C2)cc1 (stereo not given)	.	4.2	13.3	.	-3.7	-4.3	0.5	2.6	.
O=C(CCNC(=O)c1ccccc1)NC1CCCc2ccccc21 (stereo not given)	.	14.2	-1.0	.	-1.7	-3.8	1.5	.	2.6
COc1ccc(-c2cc(C(F)(F)F)nc(NC3CCCC3)n2)cc1OC	-7.1	-4.1	21.4	0.1	-1.4	2.9	6.4	-2.6	-0.3
Cc1ccc(C(=O)COC(=O)CCC(=O)Nc2cccc(Cl)c2)cc1[N+](=O)[O-]	-11.3	8.4	0.8	-1.4	-1.9	-0.6	1.7	-1.8	15.5
Cc1c(C(=O)CN2CCOCC2)[nH]c2ccccc12	2.5	-6.1	18.8	-1.4	-2.2	-8.8	-0.5	0.1	7.4
CC(=O)Oc1ccc(C(=O)Nc2ccc3c(c2)OCCO3)cc1	-0.1	13.9	-1.1	-1.8	-4.7	-0.1	-3.0	-0.2	3.7
Cc1ccc(CNC(=O)CN2C(C)CCCC2C)cc1 (stereo not given)	-2.6	-5.0	-0.3	-1.9	0.5	8.8	-1.3	.	3.9
CCOc1ccc(C2C3=C(CC(C)(C)CC3=O)N(CC(=O)O)C3=C2C(=O)CC(C)(C)C3)cc1OCC	0.7	?	7.0	1.6	-1.2	-2.9	0.1	-0.8	5.0
CSc1nsc(NN)n1	.	-4.6	6.2	.	-0.5	-5.6	-0.1	-0.2	9.4
O=c1cc(CN2CCN(S(=O)(=O)c3cccc(Cl)c3)CC2)c2ccc(O)cc2o1	-31.6	.	0.6	0.5	-0.6	-6.2	118.2*	2.2	-2.4
O=C(CNS(=O)(=O)c1ccc(Br)s1)NCC1COc2ccccc2O1 (stereo not given)	-1.9	5.3	10.4	1.5	-0.3	-5.0	-0.4	1.0	-2.2
CCOC(=O)C1CCCN(C(=O)CSc2ccc(Br)cc2)C1 (stereo not given)	-4.8	5.3	-3.8	1.6	-4.5	.	-2.0	.	0.1
COc1cccc(-c2ccc(NC(=O)C3CCCN(Cc4ccco4)C3)cc2)c1 (stereo not given)	-4.7	0.7	-3.9	3.7	-3.8	-5.0	-3.1	-3.3	-4.6
O=[N+]([O-])c1ccc(-c2ccc(/C=N/O)o2)cc1	2.2	0.7	5.2	2.9	-2.2	-39.7	-9.0	-0.1	0.0
